# Compound activity from PubChem BioAssay.
# BLM helicase inh: Bloom syndrome helicase (human) inhibition | recombinant BLM DNA unwinding, fluorescence dequenching | Potency, µM (highest dose often 56.1 µM), for the others: top-dose activity change, negative = inhibition, usual class: inhibitors | 350,000 tested, 0.2% active | AID 2528;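 also: plate controls were vehicle for no effect and no enzyme for full effect; nearly all actives have a fitted effect of over 35% in size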
# G9a block: blocks human histone lysine methyltransferase G9a | Q96KQ7 | G9a H3K9 monomethylation, AlphaScreen, 2 h | Potency, µM (highest dose often 102 µM), inactives show at the top dose activity, negative = inhibition, actives largely listed as inhibitors | 350,000 tested, 8.8% active | AID 504332; also: % is scaled to controls: 0 for no effect and ±100 for the full control effect; nearly all actives have a fitted effect of over 75% in size
#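 AlphaScreen detection with an anti-monomethyl H3K9 antibody quantified product after a 2 h room-temperature reaction containing 500 nM biotinylated H3K9 peptide, 20 µM SAM and 20 nM enzyme, which had been preincubated 15 min with compound.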
# Apoferritin bind: candidate novel general anesthetic via apoferritin binding; P02791; apoferritin/1-aminoanthracene competitive binding, fluorescence; Potency, µM (doses to about 77.5 µM), inactives show top-dose activity change, negative = displacement, usual class: inhibitors; 350,000 tested, 0.074% active; also: % is scaled to controls: 0 for no effect and ±100 for the full control effect; nearly all actives have a fitted effect of over 20% in size
# Target sequence (P02791 2-175 limits assumed): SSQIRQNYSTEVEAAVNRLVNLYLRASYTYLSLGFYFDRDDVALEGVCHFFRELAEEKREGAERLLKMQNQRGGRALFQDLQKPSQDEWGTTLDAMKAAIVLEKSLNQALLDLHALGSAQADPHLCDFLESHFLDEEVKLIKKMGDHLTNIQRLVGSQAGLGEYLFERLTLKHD
#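 In PBS, apoferritin at 10 uM is loaded with 1-AMA from a 50% saturated solution. After 10 min of compound exposure at ambient temperature, reduced 535 nm fluorescence indicates probe displacement.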
# Pol iota inh: DNA polymerase iota (human) inhibition | Q9UNA4 | Pol iota fluorescent replication assay, 10 min | Potency, µM (series often up to 115 µM), without a hit: at the highest dose activity, negative = inhibition, actives largely listed as inhibitors | 390,000 tested, 1% active | AID 588590
#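 Pol iota at 10 nM preincubated 15 min with compounds at room temperature; reaction started with fluorescent substrate, 50 nM final. Fluorescence read kinetically at 0 and 10 min; buffer-only wells as negative control.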
# BAZ2B inh: inhibitors of human BAZ2B bromodomain. Q9UIF8. AlphaScreen BAZ2B-H3K14Ac peptide displacement. Potency, µM (highest dose often 114 µM), for the others: at the top dose activity change, negative = inhibition, most hits filed as inhibitors. 360,000 tested, 4.4% active; also: % is scaled to controls: 0 for no effect and ±100 for the full control effect; nearly all actives have a fitted effect of over 60% in size
#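 AlphaScreen displacement: compounds (up to 110uM) incubated 30 min at room temperature with a preformed 50 nM BAZ2B/50 nM biotinylated H3K14Ac peptide complex in PBS pH 7.4 with Tween-20. Donor and acceptor beads at 10 ug/mL final added, 20 min light-protected before reading.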
# POLK inh: blocks human DNA polymerase kappa activity. AID 588579. Q9UBT6. Potency, µM (top dose mostly 107 µM), for inactives: at the top dose activity, negative = inhibition, most hits filed as inhibitors. purified Pol kappa, fluorescent DNA synthesis assay, 10 min. 400,000 tested, 0.53% active; also: % is scaled to controls: 0 for no effect and ±100 for the full control effect
# Target sequence (Q9UBT6 whole entry, looked up): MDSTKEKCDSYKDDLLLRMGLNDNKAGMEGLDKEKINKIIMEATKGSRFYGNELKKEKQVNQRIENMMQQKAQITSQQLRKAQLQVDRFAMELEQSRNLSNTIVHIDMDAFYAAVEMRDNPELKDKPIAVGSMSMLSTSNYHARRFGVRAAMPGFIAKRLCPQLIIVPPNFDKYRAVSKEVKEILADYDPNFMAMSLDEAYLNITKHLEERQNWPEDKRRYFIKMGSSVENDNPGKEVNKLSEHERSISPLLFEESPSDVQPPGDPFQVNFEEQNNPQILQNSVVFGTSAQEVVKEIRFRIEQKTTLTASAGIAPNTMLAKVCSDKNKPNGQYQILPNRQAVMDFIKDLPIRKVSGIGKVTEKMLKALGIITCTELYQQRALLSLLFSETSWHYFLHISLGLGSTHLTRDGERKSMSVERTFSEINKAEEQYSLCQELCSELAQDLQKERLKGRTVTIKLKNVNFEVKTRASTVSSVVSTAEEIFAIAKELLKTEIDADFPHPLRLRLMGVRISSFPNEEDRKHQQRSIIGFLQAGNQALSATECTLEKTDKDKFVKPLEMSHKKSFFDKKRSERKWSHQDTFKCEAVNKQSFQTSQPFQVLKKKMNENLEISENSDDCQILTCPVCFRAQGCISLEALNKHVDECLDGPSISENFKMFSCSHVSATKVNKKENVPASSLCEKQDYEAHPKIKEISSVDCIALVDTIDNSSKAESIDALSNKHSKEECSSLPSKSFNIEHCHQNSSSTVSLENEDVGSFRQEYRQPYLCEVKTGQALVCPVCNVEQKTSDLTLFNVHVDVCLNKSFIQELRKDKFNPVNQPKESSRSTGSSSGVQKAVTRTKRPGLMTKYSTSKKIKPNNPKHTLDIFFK
#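 Pol kappa 10 nM + cpd, 15 min RT; start w/ substrate 50 nM final; fluorescence kinetic read, 0 and 10 min. Neg ctrl: buffer, no enzyme.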
# APE1 inh: APE1 (human) endonuclease inhibition; recombinant APE1, TAMRA/BHQ-2 abasic DNA cleavage fluorescence; 350,000 tested, 0.35% active; Potency, µM (series often up to 65.8 µM), for inactives: at the top dose activity change, negative = inhibition, most hits filed as inhibitors;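 also: plate controls were vehicle for no effect and reference inhibitor for full effect; nearly all actives have a fitted effect of over 55% in size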
#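 Readout is kinetic fluorescence (ex 525, em 598 nm) from cleavage of 50 nM TAMRA/BHQ-2 THF abasic duplex by 0.75 nM APE1, compound added 15 min beforehand at RT.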
# POLB inh: DNA polymerase beta (human) inhibition. P06746. Pol beta primer extension/strand displacement, fluorescence kinetic. Potency, µM (top dose mostly 114 µM), for the others: at the top dose activity change, negative = inhibition, usual class: inhibitors. 340,000 tested, 1.3% active. AID 485314; also: % is scaled to controls: 0 for no effect and ±100 for the full control effect
#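 Kinetic readout of DNA synthesis with strand displacement by Pol beta. Compound and 10 nM enzyme sit 15 min at room temperature; 50 nM substrate starts the reaction, read immediately and at 10 min.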
# POLH inh: inhibitors of human DNA polymerase eta; Q9Y253; recombinant Pol eta, fluorescent DNA replication assay; Potency, µM (highest dose often 114 µM), inactives show at the highest dose activity change, negative = inhibition, most hits filed as inhibitors; 390,000 tested, 1.2% active; AID 588591; also: % is scaled to controls: 0 for no effect and ±100 for the full control effect
#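 Fluorescent replication assay: 50 nM final substrate added after a 15 min room-temperature compound preincubation with 10 nM enzyme. Signal taken at 0 min and again at 10 min.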
# Numbers without * were called inactive; ? = inconclusive; · = no result given; & = joins results of further samples; [ ] = remark or other dose. Calls follow the shape of the dose curve; as a rule, active = well fitted curve in the direction sought with a large enough effect; inconclusive = small, poorly fitted or top-dose-only effect, or another doubt; inactive = no such curve, though single readings can be large; an effect the other way counts as inactive or inconclusive. Potency is read from the fitted curve at half-maximal effect.
BLM helicase inh | G9a block | Apoferritin bind | Pol iota inh | BAZ2B inh | POLK inh | APE1 inh | POLB inh | POLH inh | molecule
1% | 2% | -14% | 4% | 9% | -12% | -8% | ? | ? | Cc1ccc(NS(=O)(=O)c2cc(C(=O)O)ccc2Cl)cc1
-13% | 0%[59 µM] | -12% | 19% | 9% | 0% | 0% | 2% | -7% | Cc1c(C(=O)NC(C)C)sc2ncn(CC(=O)N3CCC(C)CC3)c(=O)c12
-1% | ? | -7% | 0% | -15% | -4% | 41% | 27% | 4% | O=C(Nc1cccc(F)c1)/C(=C\c1ccco1)NC(=O)c1ccco1
-2% | 13% | -5% | 4% | -10% | -15% | -2% | 40%[activator] | -5% | CC(OC(=O)c1cccnc1)C(=O)Nc1ccc2c(c1)OCO2 (stereo unspecified)
-6%&-8% | 22%[2.33 µM] | 2%&94% | ? | -5%&-37% | -9%&-17% | 3% | ? | ? | CC(=O)Nc1ccc(Nc2nnc(-c3ccc(C)c(S(N)(=O)=O)c3)c3ccccc23)cc1
-2% | 1%[59 µM] | -6% | 3% | · | 3% | · | 24% | 3% | O=C(Cn1c(=O)n(-c2ccccc2)c(=O)c2ccc(C(=O)NCc3ccc4c(c3)OCO4)cc21)Nc1ccc(Br)cc1F
-2% | 71µM* | -4% | · | ? | · | 8% | 6% | · | O=C(/C=C/c1ccccc1[N+](=O)[O-])Oc1ccccc1
-3% | ? | -11% | ? | 3% | -6% | 10% | 11% | 1% | Cc1cc(C(=O)OCC(=O)c2ccc3c(c2)NC(=O)CO3)c2ccccc2n1
-5% | -3% | 0% | 25% | 4% | -8% | 10% | 14% | 12% | COc1ccc(CCNC(=O)CN(C)S(=O)(=O)c2ccc3nc(C)sc3c2)cc1OC
-2% | ? | 4% | 5% | -17% | 4% | 2% | -3% | -11% | O=C(O)c1cccc(CSc2nnc(Cc3ccccc3)o2)c1

# Reformatted field by field: 2 of the compounds above
molecule: CC(OC(=O)c1cccnc1)C(=O)Nc1ccc2c(c1)OCO2 (stereo unspecified)
  BLM helicase inh: -2%
  G9a block: 13%
  Apoferritin bind: -5%
  Pol iota inh: 4%
  BAZ2B inh: -10%
  POLK inh: -15%
  APE1 inh: -2%
  POLB inh: 40%[activator]
  POLH inh: -5%

molecule: O=C(Nc1cccc(F)c1)/C(=C\c1ccco1)NC(=O)c1ccco1
  BLM helicase inh: -1%
  G9a block: ?
  Apoferritin bind: -7%
  Pol iota inh: 0%
  BAZ2B inh: -15%
  POLK inh: -4%
  APE1 inh: 41%
  POLB inh: 27%
  POLH inh: 4%

# (next part)
BLM helicase inh | G9a block | Apoferritin bind | Pol iota inh | BAZ2B inh | POLK inh | APE1 inh | POLB inh | POLH inh | molecule
3% | -11% | 8% | 0% | 4% | -3% | 1% | 7% | 1% | O=C(N/N=C/c1ccccc1)c1[nH]c2ccc(Br)cc2c1-c1ccccc1
0% | 7% | -16% | -16% | 4% | -6% | 14% | -1% | -15% | COc1ccc(CCNC(=O)CCC(=O)N2CC(C)Oc3ccc(Cl)cc32)cc1OC (stereo unspecified)
-7% | · | -5% | -9% | -1% | -12% | 7% | 48% | -4% | COc1cc(S(=O)(=O)NCc2ccncc2)ccc1Br
4% | 15% | -18% | 13% | 5% | 9% | -2% | 26% | -16% | C=C(C)CSc1nc2ccccc2[nH]1
· | -30%[12.7 µM] | · | 5% | 11% | 2% | -19% | · | -8% | COc1ccccc1OCCNC(=O)C1CC(=O)N(Cc2ccccc2)C1 (stereo unspecified)
-9% | 0%[12.7 µM] | -16% | 8% | -19% | -5% | -2% | 3% | -9% | COc1ccc(NC(=O)c2cn(-c3ccccc3)nc2-c2cc3ccccc3o2)cc1
· | -3%[12.7 µM] | · | ? | 40µM* | -6% | -3% | · | -10% | CCCCNc1c(-c2ccc(OC)c(Sc3ccc(OC)cc3)c2)nc2ccccn12
-12% | -5%[59 µM] | -13% | ? | ? | 3% | 2% | 3% | 32µM* | CC1C/C(=C/c2ccncc2)C(=O)/C(=C/c2ccncc2)C1 (stereo unspecified)
-3% | ? | -14% | 8% | -4% | -2% | 4% | 30% | -24% | CCSc1nnc(NC(=O)NC(C)(C(F)(F)F)C(F)(F)F)s1
-7% | 19%[59 µM] | 0% | -1% | -4% | -16% | -3% | 1% | -21% | CSc1cccc(NC(=O)CN(C)S(=O)(=O)c2ccc(F)cc2)c1
2% | 24% | 1% | 27% | 9% | 6% | -4% | 13% | -19% | Cc1ccnc(SCCn2c(N3CCC(C)CC3)nc3c2c(=O)[nH]c(=O)n3C)n1
· | 10%[0.501 µM] | · | -2% | 6% | -6% | -12% | · | -12% | Cc1ccccc1[C@@H](NC(=O)OC(C)(C)C)C(=O)OC(C)(C)C
-2% | · | 3% | 27% | -4% | -4% | 8% | 7% | -3% | O=C(CCN1C(=O)C2CC=CCC2C1=O)NC1CCCCC1 (stereo unspecified)
1% | 15%[59 µM] | 5% | 112%[activator] | -6% | -3% | 0% | -28% | -14% | COc1cc(NC(=O)CN2C(=O)NC(C)(c3ccccc3)C2=O)c(C)cc1[N+](=O)[O-] (stereo unspecified)
-13% | 50µM* | -13% | ? | -38% | 4% | -9% | 3% | ? | CNC(=S)Nc1cc(S(=O)(=O)Nc2cc(Cl)ccc2Cl)ccc1N1CCCC1
-2% | 7% | -8% | 10% | -17% | -6%[60.1 µM] | 57%[activator] | 0% | -2% | CCOC(=O)COc1nc2ccc(Br)cc2c(-c2ccccc2)c1C(C)=O
0% | 0%[59 µM] | 5% | 19% | -1% | 9% | · | 12% | -19% | Cc1ccc(-n2c(=O)c3c(c4cc(C)ccc4n3C)n(CC(=O)NCc3ccccc3Cl)c2=O)cc1
-3% | 28% | -5% | 7% | -21% | -7% | -7% | 7% | -6% | CCOc1ccc(CCNC(=O)C2(c3ccccc3)CC2)cc1OCC
-1% | -34%[12.7 µM] | 2% | -9% | 6% | -7% | -3% | -26% | -1% | CC(CN1CCCC(C(N)=O)C1)c1ccccc1 (stereo unspecified)
-6% | 3.5µM* | -11% | 35%[activator] | -31% | -5% | -2% | -20% | -9% | COc1ccccc1NS(=O)(=O)c1cc(NC(=O)c2sccc2C)ccc1N1CCCC1
-1% | 35µM* | -17% | 7% | 50µM* | -2% | -5% | 14% | -15% | COc1ccc(CN2CCN(C(=O)c3cccs3)CC2)cc1Br
0% | 69%[activator] | ? | 5% | 4% | -8% | 22% | -1% | -10% | CCc1ccc(OC(=O)Nc2ccccc2)cc1
-5% | -24% | -9% | -5% | -2% | -4% | 3% | 7% | -6% | CCN(Cc1ccccc1)S(=O)(=O)c1ccc2c(c1)NC(=O)CC(=O)N2
0% | -2%[59 µM] | -6% | -19% | 1% | -10%[60.1 µM] | · | -6% | -24% | COC(=O)c1c(NC(=O)c2ccc(S(=O)(=O)N(C)C3CCCCC3)cc2)sc2c1CCN(C)C2
-2% | 17%[12.7 µM] | -10% | 6% | 10% | -3% | -9% | -1% | 4% | CCOC(=O)N1CCN(C(=O)COc2ccc(S(=O)(=O)NC3CCCCC3)cc2C)CC1
· | -8%[0.501 µM] | · | 47%[activator] | 8% | 4% | 17% | · | -10% | O=C(CCNS(=O)(=O)c1ccccc1F)N1CCN(C/C=C/c2ccccc2)CC1
· | 26%[2.33 µM] | · | 14% | -9% | -4% | -5% | · | -5% | C[C@H](NC(=O)c1nc[nH]c1C(=O)N(C)Cc1ccccc1)c1ccccc1
3% | ? | -3% | 13% | 2% | -24% | 0% | 12% | -3% | CC(=O)Nc1ccc(S(=O)(=O)NC2(C(F)(F)F)C(=O)Nc3c2c(=O)[nH]c(=O)n3Cc2ccccc2)cc1 (stereo unspecified)
0% | ? | -8% | 8% | -17% | 1% | 1% | 42% | -4% | CC(NS(=O)(=O)c1ccccc1)C(=O)Nc1ccc2c(c1)OCCO2 (stereo unspecified)
-3% | 0%[59 µM] | -6% | 19% | 0% | 11% | · | 0% | 0% | C=C(C)CSc1nc2sc3c(c2c(=O)n1-c1ccccc1)CCC(C)C3 (stereo unspecified)
· | · | · | ? | · | -14% | -6% | · | -17% | C[C@]12c3[nH]c4ccccc4c3CCN1C(=O)C(CC(=O)NCC13CC4CC(CC(C4)C1)C3)C[C@@H]2C(=O)N1CCCCC1 (stereo partly specified)
1% | 33%[59 µM] | ? | -12% | 8% | 5% | 18% | 25% | -7% | O=C(NN=C(Cc1ccccc1)Cc1ccccc1)c1ccc(F)cc1
0% | 31%[0.501 µM] | -7% | 19% | 3% | 2% | 2% | 22% | -5% | C=CCOc1c(CNc2ccc(C(=O)O)cc2)cccc1OCC
0%[21.4 µM] | 19%[21.5 µM] | -1%[29.3 µM] | · | · | 2%[19.4 µM] | · | · | · | C[C@H](C(=O)O)c1cccc(Oc2ccccc2)c1
-6% | 21% | -20% | 26% | -9% | 1% | -4% | -10% | -13% | Clc1cccc(-c2nc(NCc3cccnc3)c3ccccc3n2)c1
· | -30% | · | 17% | 12% | -6% | 15% | · | -3% | Cc1ccc(NC(=O)CN(C)C(=O)c2cc(S(=O)(=O)N(C)C)ccc2N2CCCC2)cc1
1% | -17%[59 µM] | 4% | 7% | 9%[57.1 µM] | 3% | · | 21% | -20% | Cc1ccc(N2CCN(C(=O)Cn3ncc4c([nH]c5ccc(C)cc54)c3=O)CC2)c(C)c1

# Taken from above.
# `Cc1ccc(N2CCN(C(=O)Cn3ncc4c([nH]c5ccc(C)cc54)c3=O)CC2)c(C)c1` @ POLK inh: 3%
# `Cc1ccc(NC(=O)CN(C)C(=O)c2cc(S(=O)(=O)N(C)C)ccc2N2CCCC2)cc1` @ G9a block: -30%
# `Clc1cccc(-c2nc(NCc3cccnc3)c3ccccc3n2)c1` @ POLB inh: -10%
# `O=C(NN=C(Cc1ccccc1)Cc1ccccc1)c1ccc(F)cc1` @ APE1 inh: 18%
# `C[C@H](C(=O)O)c1cccc(Oc2ccccc2)c1` @ BLM helicase inh: 0%[21.4 µM]
# `C=CCOc1c(CNc2ccc(C(=O)O)cc2)cccc1OCC` @ POLB inh: 22%

# An excerpt, so the mix of outcomes need not match the whole.
